Luciferase inh: Firefly luciferase inhibition profiling of diverse chemical library using quantitative high-throughput screening | Luciferin 4-monooxygenase (Photinus pyralis), P08659 | purified P. pyralis luciferase, luminescence, biochemical | Potency, µM (highest dose often 115 µM), inactives show top-dose activity change, negative = inhibition, most hits filed as inhibitors | 76,000 tested, 2.5% active | AID 1347043, 2019; also: potency is read from the fitted curve at half-maximal effect; nearly all actives have a fitted effect of over 65% in size
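FLuc 10nM, D-luciferin 10uM, ATP 10uM, Mg acetate 10mM, Tris acetate pH 7.5, Tween/BSA; cpd qHTS; enzyme added last; CCD luminescence.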
SNCA viab count: GF-AFC viability counterscreen for inhibitors of alpha-synuclein gene (SNCA) expression. HEK-293-SNCA-luc viability, GF-AFC fluorescence, 24 h. Potency, µM (highest dose often 57.1 µM), without a hit: top-dose activity change, negative = cytotoxicity, usual class: cytotoxic. 150,000 tested, 0.12% active;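 also: potency is read from the fitted curve at half-maximal effect; 0% = DMSO-treated cells and -100% = medium-only wells without cells; nearly all actives have a fitted effect of over 30% in size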
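Cytotoxicity counterscreen: after 24 h compound treatment of genome-edited SNCA-luciferase HEK-293 cells, live-cell protease substrate GF-AFC read by fluorescence after 30 min; activity scaled between DMSO (0%) and medium-only (-100%), curves Hill-fitted.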
IP6K1 inhibitor: Primary qHTS assay for small molecule inhibitors of Inositol hexaphosphate kinase 1 (IP6K1). IP6K1 kinase, ADP-Glo luminescence, 2 h; active compounds read low. activity change, % (series mostly up to about 58 µM). 140,000 tested, 0.81% active. AID 1645851, 2021; in the data active = activity change below about -25%
Target sequence (Q92551 whole entry, looked up): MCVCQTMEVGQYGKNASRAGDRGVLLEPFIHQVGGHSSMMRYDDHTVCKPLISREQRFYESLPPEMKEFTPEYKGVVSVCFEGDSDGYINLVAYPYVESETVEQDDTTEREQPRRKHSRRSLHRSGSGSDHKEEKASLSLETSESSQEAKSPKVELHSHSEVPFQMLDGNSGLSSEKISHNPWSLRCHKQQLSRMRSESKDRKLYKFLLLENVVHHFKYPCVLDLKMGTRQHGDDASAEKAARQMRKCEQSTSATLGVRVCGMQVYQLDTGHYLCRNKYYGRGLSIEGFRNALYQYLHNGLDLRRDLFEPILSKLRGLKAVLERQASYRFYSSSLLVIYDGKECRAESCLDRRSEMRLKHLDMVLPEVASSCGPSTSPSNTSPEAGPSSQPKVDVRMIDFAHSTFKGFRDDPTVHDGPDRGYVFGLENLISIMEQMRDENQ
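ADP-Glo luminescence measures ADP made by human IP6K1 during a 2 h RT reaction with ATP/IP6 (mix at 1.3 mM/130 uM); top library doses 57.5 and 19.1 uM final.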
NIH3T3 tox: Cytotoxic Profiling in NIH 3T3 Cell Line of Diverse Libraries Using Quantitative High-Throughput Screening; NIH 3T3 viability, CellTiter-Glo ATP luminescence, 48-72 h; Potency, µM (titrated, usually from 96.7 µM), for the others: at the highest dose activity change, negative = cytotoxicity, most hits filed as inhibitors; 94,000 tested, 4.3% active; AID 1345082, 2018; also: potency is read from the fitted curve at half-maximal effect; nearly all actives have a fitted effect of over 55% in size
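Cytotoxicity is measured as loss of cellular ATP: NIH 3T3 cells (400/well) are exposed to compound for 48 or 72 hr at 37 °C, then CellTiter-Glo luminescence is imaged after 10 min at room temperature.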
GPT2 inhibitor: Primary qHTS assay for inhibitors of Glutamate pyruvate transaminase 2 (GPT2) | Alanine aminotransferase 2 (Homo sapiens), Q8TD30 | Recombinant GPT2, coupled pyruvate oxidase/HRP Amplex Red fluorescence | Potency, µM (highest dose often 57.7 µM), for inactives: at the highest dose activity change, negative = inhibition, usual class: inhibitors | 100,000 tested, 0.25% active; also: potency is read from the fitted curve at half-maximal effect; nearly all actives have a fitted effect of over 60% in size; many of its hits are not listed in these tables
Target sequence (Q8TD30 whole entry, looked up): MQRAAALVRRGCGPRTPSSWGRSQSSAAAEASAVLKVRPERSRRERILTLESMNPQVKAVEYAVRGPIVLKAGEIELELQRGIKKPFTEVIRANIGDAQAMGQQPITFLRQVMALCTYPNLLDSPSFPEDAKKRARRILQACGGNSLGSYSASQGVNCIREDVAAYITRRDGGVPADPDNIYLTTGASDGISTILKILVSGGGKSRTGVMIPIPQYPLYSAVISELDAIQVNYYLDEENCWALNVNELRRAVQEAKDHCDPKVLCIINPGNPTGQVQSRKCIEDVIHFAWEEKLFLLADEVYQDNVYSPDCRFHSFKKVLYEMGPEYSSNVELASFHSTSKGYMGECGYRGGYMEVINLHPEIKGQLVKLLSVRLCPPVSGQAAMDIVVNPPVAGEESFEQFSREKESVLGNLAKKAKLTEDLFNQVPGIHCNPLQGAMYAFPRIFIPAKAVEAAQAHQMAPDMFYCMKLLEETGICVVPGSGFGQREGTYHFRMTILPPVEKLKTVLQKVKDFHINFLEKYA
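GPT2 10ng/uL, a-KG 250uM, L-Ala 2mM, HEPES pH7.5 + 0.0001% Tween; 30 min RT. Then Amplex mix (PO/HRP/ThPP), 30 min RT dark, fluorescence. AOA 50uM used as positive control.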
SNCA expr inh: Primary qHTS assay for inhibitors of alpha-synuclein gene (SNCA) expression; HEK-293 SNCA-luciferase knock-in, luminescence, 24 h; Potency, µM (highest dose often 57.2 µM), inactives show at the highest dose activity change, negative = inhibition, actives largely listed as inhibitors; 140,000 tested, 0.17% active; AID 1671194, 2021;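 also: potency is read from the fitted curve at half-maximal effect; plate controls were DMSO cells for no effect and cell-free wells for full effect; nearly all actives have a fitted effect of over 45% in size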
HEK cytotox: Cytotoxic Profiling in HEK 293 Cell Line of Diverse Libraries Using Quantitative High-Throughput Screening. HEK 293 viability, ATP luminescence (CellTiter-Glo), 48-72 h. Potency, µM (highest dose often 115 µM), inactives show at the highest dose activity change, negative = cytotoxicity, usual class: inhibitors. 94,000 tested, 6.6% active; also: potency is read from the fitted curve at half-maximal effect; nearly all actives have a fitted effect of over 60% in size
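CellTiter-Glo luminescence (cellular ATP) was read after 48 or 72 hr of compound exposure at 37 degree Celsius. Cells were HEK 293 plated at 250 cells/well.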
* hit, by the source's call; & = joins results of further samples; [ ] = another dose, or the depositor's remark. Unless noted, calls follow the shape of the dose curve; as a rule, active = well fitted curve in the direction sought with a large enough effect; inconclusive = small, poorly fitted or top-dose-only effect, or another doubt; inactive = no such curve, though single readings can be large; an effect the other way counts as inactive or inconclusive. Unless noted, % is scaled to controls: 0 for no effect and ±100 for the full control effect. Some of the compounds tested; the hit share may differ from the screen's.

Results for O=C1NCCCCCCN(Cc2cccc(OC(F)(F)F)c2)[C@H]2CCC[C@@H]12 ?
Luciferase inh: -13%; SNCA viab count: 0%; IP6K1 inhibitor: 8; NIH3T3 tox: inconclusive; GPT2 inhibitor: -6%; SNCA expr inh: -6%; HEK cytotox: inconclusive

Results for Cn1cccc1CN1CCCCCNC(=O)[C@@H]2CCC[C@@H]21 ?
Luciferase inh: -6%; SNCA viab count: 5%; IP6K1 inhibitor: 15; NIH3T3 tox: -28%; GPT2 inhibitor: inactive; SNCA expr inh: 12%; HEK cytotox: -25%

What do the screens show for `CCOc1cccc(CN2C[C@@H](CO)[C@H](c3nc(C)no3)C2)c1`?
Luciferase inh: -11%; SNCA viab count: -19%; IP6K1 inhibitor: -2; NIH3T3 tox: -8%; GPT2 inhibitor: inactive; SNCA expr inh: -12%; HEK cytotox: -8%

What do the screens show for `O=C(C1CCN([S+](=O)([O-])c2cccs2)CC1)N1CCC(N2CCOC2=O)CC1`?
SNCA viab count: 6%; IP6K1 inhibitor: 5; NIH3T3 tox: -11%; GPT2 inhibitor: inactive; SNCA expr inh: 4%; HEK cytotox: 1%

How did COC(=O)c1cc(NS(=O)(=O)c2ccc3c(c2)OCCO3)ccc1Cl do in these assays?
SNCA viab count: 20%; IP6K1 inhibitor: 7; SNCA expr inh: -7%

What do the screens show for `COC(=O)CNC(=O)C1CCCN1Cc1ccc(-c2cncnc2)cc1` (stereo not given)?
SNCA viab count: 12%; IP6K1 inhibitor: -6; NIH3T3 tox: inconclusive; GPT2 inhibitor: 4%; SNCA expr inh: -11%; HEK cytotox: -13%

How did O=C(NCCc1ccc(Cl)cc1)c1ccc2nccn2c1 do in these assays?
SNCA viab count: -11%&0%[87.6 µM]; IP6K1 inhibitor: -3&-12; NIH3T3 tox: inconclusive; GPT2 inhibitor: 3%&2%[88.5 µM]; SNCA expr inh: 5%&116%[87.6 µM]; HEK cytotox: inconclusive

Results for CCN1C(=O)C2(CCN(C(=O)C3CC3)CC2)c2ccccc21 ?
Luciferase inh: 7%; SNCA viab count: 0%; IP6K1 inhibitor: -18; NIH3T3 tox: -2%; GPT2 inhibitor: -6%; SNCA expr inh: -27%; HEK cytotox: -7%

What do the screens show for `CCCC(=O)NCCc1nc2ccccc2n1Cc1c(F)cccc1Cl`?
SNCA viab count: -13%; IP6K1 inhibitor: -1; SNCA expr inh: -11%

What do the screens show for `CCn1cc(-c2ccncc2)cc1C(=O)NCc1cccc(F)c1`?
Luciferase inh: 0%; SNCA viab count: 6%; IP6K1 inhibitor: -4; NIH3T3 tox: inconclusive; GPT2 inhibitor: -10%; SNCA expr inh: 3%; HEK cytotox: inconclusive

What do the screens show for `Cc1noc(C)c1[S+](=O)([O-])NCCNC(=O)c1ccc(-c2cccc(C(F)(F)F)c2)cc1`?
IP6K1 inhibitor: 21; NIH3T3 tox: 35µM*; HEK cytotox: inconclusive

Results for O=C(O)Cn1ccc2cc(OCCc3cccc(-c4ccc(Cl)cc4)c3)cnc21 ?
Luciferase inh: -27%[172 µM]; SNCA viab count: 7%[87.6 µM]; IP6K1 inhibitor: -8; NIH3T3 tox: inconclusive; GPT2 inhibitor: -16%[88.5 µM]; SNCA expr inh: inconclusive; HEK cytotox: inconclusive

What do the screens show for `COc1ccc(Br)c(C(=O)N[C@@H]2C=C(C(=O)N[C@H](CC(C)C)C(N)=O)C[C@@H](O)[C@@H]2O)c1`?
Luciferase inh: -5%; SNCA viab count: 12%; IP6K1 inhibitor: 2; NIH3T3 tox: inactive; GPT2 inhibitor: 1%; SNCA expr inh: -9%; HEK cytotox: inactive

Results for CC(=O)N1CCC(N2CCOC[C@H]2c2ncc(-c3ccc(S(C)(=O)=O)cc3)[nH]2)CC1 ?
Luciferase inh: -5%[172 µM]; SNCA viab count: 4%[87.6 µM]; IP6K1 inhibitor: 19; NIH3T3 tox: 5%[174 µM]; GPT2 inhibitor: -9%[88.5 µM]; SNCA expr inh: 1%[87.6 µM]; HEK cytotox: inactive

Results for Cc1cc(NC(=O)c2ccc3c(c2)N(C)C2CCCCCN2C3=O)ccc1Br (stereo not given) ?
Luciferase inh: inconclusive; SNCA viab count: 5%[12.5 µM]; IP6K1 inhibitor: 6; NIH3T3 tox: -29%; GPT2 inhibitor: 3%; SNCA expr inh: 86%[activator]; HEK cytotox: inconclusive

Results for Cn1ncc2c(C(=O)N3CCN(c4ncccn4)CC3)cc(-c3ccccc3)nc21 ?
SNCA viab count: 0%; IP6K1 inhibitor: 4; NIH3T3 tox: -25%; GPT2 inhibitor: inconclusive; SNCA expr inh: -19%; HEK cytotox: inconclusive

How did O=C(c1cccnc1)N1C[C@@H]2OCC(=O)N(CC3CCCCC3)[C@@H]2C1 do in these assays?
Luciferase inh: -3%[172 µM]; SNCA viab count: 7%[87.6 µM]; IP6K1 inhibitor: -14; NIH3T3 tox: inactive; GPT2 inhibitor: 4%[88.5 µM]; SNCA expr inh: 4%[87.6 µM]; HEK cytotox: inactive

What do the screens show for `COc1cccc(CN2CCOC3(CCN(Cc4ccc(Cl)cc4)CC3)C2=O)c1`?
Luciferase inh: -10%[172 µM]; SNCA viab count: inconclusive; IP6K1 inhibitor: 1; NIH3T3 tox: inconclusive; GPT2 inhibitor: -12%[88.5 µM]; SNCA expr inh: -27%[87.6 µM]; HEK cytotox: inconclusive

How did COc1cccc(CC(=O)N2CCC3(CC2)CC(N2CCCC2)CCO3)c1 (stereo not given) do in these assays?
SNCA viab count: -10%; IP6K1 inhibitor: 21; NIH3T3 tox: -24%; GPT2 inhibitor: -5%; SNCA expr inh: 11%; HEK cytotox: -18%

Results for COc1ccc(C(=O)N2CCC(c3n[nH]c(=O)n3-c3ccc(C)cc3)CC2)cc1 ?
Luciferase inh: 9%; SNCA viab count: 8%; IP6K1 inhibitor: 19; NIH3T3 tox: inconclusive; GPT2 inhibitor: inactive; SNCA expr inh: -14%; HEK cytotox: -4%

Results for CCn1cc(S(=O)(=O)N2CCCC(c3nc(-c4ccccc4)no3)CCNC(=O)CC2)cn1 (stereo not given) ?
Luciferase inh: 2%; SNCA viab count: 3%; IP6K1 inhibitor: 4; NIH3T3 tox: -8%; GPT2 inhibitor: inactive; SNCA expr inh: 3%; HEK cytotox: -27%

How did COCCN1C(=O)[C@@H]2C[C@@H](CN2Cc2ccc(OC(F)(F)F)cc2)Oc2ccccc21 do in these assays?
Luciferase inh: -1%; SNCA viab count: -15%; IP6K1 inhibitor: -10; NIH3T3 tox: inconclusive; GPT2 inhibitor: -21%; SNCA expr inh: -24%; HEK cytotox: inconclusive

Results for CCOC(=O)c1ccccc1NC(=O)Cn1c(=O)n(CCC(=O)N2CCc3ccccc3C2)c(=O)c2ccccc21 ?
SNCA viab count: -17%; IP6K1 inhibitor: -5; SNCA expr inh: -7%

Results for COCC1CN(C(C)=O)CC12CCN(C(=O)c1ocnc1C)CC2 (stereo not given) ?
Luciferase inh: 7%; SNCA viab count: 0%; IP6K1 inhibitor: 26; NIH3T3 tox: -3%; GPT2 inhibitor: 1%; SNCA expr inh: 7%; HEK cytotox: inactive

Continued, overlapping the part above by 4 compounds.
Results for CCn1cc(S(=O)(=O)N2CCCC(c3nc(-c4ccccc4)no3)CCNC(=O)CC2)cn1 (stereo not given) ?
Luciferase inh: 2%; SNCA viab count: 3%; IP6K1 inhibitor: 4; NIH3T3 tox: -8%; GPT2 inhibitor: inactive; SNCA expr inh: 3%; HEK cytotox: -27%

How did COCCN1C(=O)[C@@H]2C[C@@H](CN2Cc2ccc(OC(F)(F)F)cc2)Oc2ccccc21 do in these assays?
Luciferase inh: -1%; SNCA viab count: -15%; IP6K1 inhibitor: -10; NIH3T3 tox: inconclusive; GPT2 inhibitor: -21%; SNCA expr inh: -24%; HEK cytotox: inconclusive

Results for CCOC(=O)c1ccccc1NC(=O)Cn1c(=O)n(CCC(=O)N2CCc3ccccc3C2)c(=O)c2ccccc21 ?
SNCA viab count: -17%; IP6K1 inhibitor: -5; SNCA expr inh: -7%

Results for COCC1CN(C(C)=O)CC12CCN(C(=O)c1ocnc1C)CC2 (stereo not given) ?
Luciferase inh: 7%; SNCA viab count: 0%; IP6K1 inhibitor: 26; NIH3T3 tox: -3%; GPT2 inhibitor: 1%; SNCA expr inh: 7%; HEK cytotox: inactive

What do the screens show for `O=C(c1ccccc1F)N1CCC2(CC1)NC(=O)N(Cc1ccccc1)C2=O`?
Luciferase inh: 1%; SNCA viab count: 5%; IP6K1 inhibitor: 4; NIH3T3 tox: -5%; GPT2 inhibitor: 2%; SNCA expr inh: 1%; HEK cytotox: -5%

How did COCCn1ccc2c(C3=CCOCC3)nc(-c3cccc4[nH]ccc34)cc21 do in these assays?
Luciferase inh: 9%[172 µM]; SNCA viab count: inconclusive; IP6K1 inhibitor: 5; NIH3T3 tox: 50µM*; GPT2 inhibitor: inconclusive; SNCA expr inh: -19%[87.6 µM]; HEK cytotox: 28µM*

What do the screens show for `O=c1n(-c2ccc(F)cc2F)nc2n1CCN([S+](=O)([O-])c1cccs1)C2`?
Luciferase inh: 2%; SNCA viab count: -5%; IP6K1 inhibitor: 3; NIH3T3 tox: -12%; GPT2 inhibitor: inactive; SNCA expr inh: -15%; HEK cytotox: 3%

How did O=C(NC1CCCC1)N1CCCC(Cc2nncn2Cc2ccccc2)C1 (stereo not given) do in these assays?
Luciferase inh: 5%; SNCA viab count: -4%; IP6K1 inhibitor: -11; NIH3T3 tox: -12%; GPT2 inhibitor: inactive; SNCA expr inh: 27%; HEK cytotox: inactive

How did Cc1ccc(CNS(=O)(=O)c2ccc(F)c(C(=O)Nc3ccc(C)c(F)c3)c2)cc1 do in these assays?
SNCA viab count: 2%; IP6K1 inhibitor: -4; SNCA expr inh: -11%

What do the screens show for `CN(C)C(=O)c1ccc(S(=O)(=O)NCc2ccccc2Cl)s1`?
SNCA viab count: 5%; IP6K1 inhibitor: 13; SNCA expr inh: -19%

What do the screens show for `O=[S+]1([O-])[C@@H](c2ccccc2)[C@H](COCc2ccccc2)CN1c1ccccc1`?
IP6K1 inhibitor: 26; NIH3T3 tox: inconclusive; HEK cytotox: -29%

How did O=C(NC1CC1)c1nc2cccnc2n(Cc2ccccc2)c1=O do in these assays?
SNCA viab count: -7%[87.6 µM]; IP6K1 inhibitor: 18; NIH3T3 tox: -25%[138 µM]; GPT2 inhibitor: inactive; SNCA expr inh: 8%[87.6 µM]; HEK cytotox: -14%[172 µM]
